PolyA inhibitor: polyadenylation inhibitors in yeast reporter cells, primary screen, luminescence, S. cerevisiae; calls only at 12 µM; S. cerevisiae SKY197-pL101 polyadenylation reporter, beta-gal luminescence; efflux-impaired pdr1/pdr3 knockout yeast; score 100 = 6 SD above DMSO; 300,000 compounds, 0.02% hits;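 active means lowest replicate activity score at least 50, where 100 means six control SD above control mean; inconclusive means lowest score under 50 but half or more replicates reach 50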;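 further: yeast exposed to compound for 9 h at 30 °C; higher score means more reporter readthrough which indicates perturbed polyadenylation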
AI-2 QS modul: Vibrio harveyi AI-2 quorum sensing modulators, primary screen, JMH597 strain, luminescence/OD600 ratio; Vibrio harveyi JMH597 AI-2 luminescence/OD600 ratio, 9 h; stronger effect = lower value; strain lacks LuxN and CqsS sensors; 0 = neutral-control median; activity change, % at 7.5 µM; 300,000 compounds, 0.4% hits; in the data active means activity change below about -75%, passing the limit was not always enough; inconclusive means no clear call, values can overlap the other calls;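 further: luminescence divided by OD600 gain over 9 h not by final OD600 alone; inactives centre near 13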
Platelet DG rel: inhibitors of platelet dense granule secretion, primary screen, cell-based, MLPCN, human platelets. human platelet-rich plasma, SFLLRN dense granule ATP release, luminescence. inhibition, %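 (compounds screened at 7.5 µM in platelet-rich plasma)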. 300,000 compounds, 0.22% hits;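 active means mean replicate score, as percent of positive control, at or above 50; inconclusive means mean below 50 but at least one replicate at or above 50; inactive means mean and every replicate below 50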
GSK3beta inhib: human GSK3beta kinase inhibitors, primary screen, biochemical, cell-free homogeneous, HTS; GST-GSK3beta kinase, ADP-Glo luminescence, 60 min; stronger effect = lower value; activity score (negative = inhibition), % at 10 µM; 300,000 compounds, 0.038% hits; AID 2097, 2009;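 active means more than half of replicate wells score below -50%, meaning over 50% inhibition versus plate controls; inconclusive means some replicates but at most half score below -50%; inactive means no replicate scores below -50%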;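 further: 0% = median DMSO wells and -100% = median GW8510 positive control wells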
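test system = GST-tagged human GSK3beta kinase, cell-free | reagent = 25 µM ATP with peptide substrate | dosing = one dose of 10 µM per compound | schedule = 60 min reaction, RT | detection = luminescent ADP-Glo measurement of ADP formed | control set = DMSO neutral wells and GW8510 at 20 µM as positive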
GSK3A inh: blockers of GSK3A enzyme activity – biochemical, luminescence, cell-free homogeneous, HTS, primary screen. Glycogen synthase kinase-3 alpha (Homo sapiens), P49840. GSK-3 alpha kinase, ADP-Glo luminescence, 60 min. inhibition, % at 10 µM. 320,000 compounds, 0.1% hits. AID 2650, 2010;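 in the data active means inhibition above about 50%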;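 further: GST-tagged GSK-3 alpha with peptide substrate and 25 µM ATP; 0% = DMSO neutral wells and 100% = GW8510 positive control wells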
Target sequence (P49840 whole entry, looked up): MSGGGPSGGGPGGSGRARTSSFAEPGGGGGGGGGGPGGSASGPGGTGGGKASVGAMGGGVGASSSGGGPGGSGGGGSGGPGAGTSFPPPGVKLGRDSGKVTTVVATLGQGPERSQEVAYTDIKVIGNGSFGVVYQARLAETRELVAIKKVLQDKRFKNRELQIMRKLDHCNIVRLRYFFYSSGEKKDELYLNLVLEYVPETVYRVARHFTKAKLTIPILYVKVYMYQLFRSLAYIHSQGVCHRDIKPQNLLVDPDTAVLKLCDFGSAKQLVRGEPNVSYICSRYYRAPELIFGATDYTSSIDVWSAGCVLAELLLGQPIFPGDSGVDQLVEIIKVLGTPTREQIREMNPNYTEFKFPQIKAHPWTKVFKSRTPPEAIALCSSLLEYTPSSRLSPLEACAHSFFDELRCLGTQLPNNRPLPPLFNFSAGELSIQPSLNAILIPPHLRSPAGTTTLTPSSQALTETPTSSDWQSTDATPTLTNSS
DYRK1A inh: rat Dyrk1A kinase inhibitors, primary screen, biochemical, single point, plate reader; ADP-Glo luminescence, NFATc1 peptide; inhibition, % at 12.5 µM; 310,000 compounds, 0.43% hits; AID 504441, 2011; in the data active means inhibition above about 50%;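 further: plate controls were vehicle with enzyme for no effect and no enzyme for full effect; many of its hits are not listed in these tables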
HSP90 refold inh: HSP90 inhibitors, primary screen, cell lysate, luminescence. Heat shock protein HSP 90 (rabbit reticulocyte lysate; luciferase refolding). Rabbit reticulocyte lysate, luciferase refolding luminescence, 3 h. inhibition, % at 5.6 µM. 290,000 compounds, 0.91% hits;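 active means inhibition above the screen-wide mean plus 3 SD, computed separately per campaign, cut at about 16% in these data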;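 further: 0% = DMSO wells and 100% = 60 µM geldanamycin wells; inhibitors lower the luminescence because luciferase stays unfolded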
HSF1 inh: HSF1 inhibitors in luciferase reporter cells, primary screen, cell-based, NIH3T3, luminescence; NIH3T3-HGL HSE-luciferase, MG132-induced, luminescence 8 h; stronger effect = lower value; activity change, negative = inhibition, % at 7.5 µM (by protocol); 300,000 compounds, 0.77% hits;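 active means more than half of replicate wells show activity change below -50%, luminescence cut by over half; inconclusive means some wells, but at most half, below -50%; inactive means no replicate well below -50%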;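 further: luciferase reports HSF-1 transcriptional activity via heat shock element; 0% = median of DMSO wells and -100% = zero luminescence signal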
HSF-1 act: HSF-1 activators, primary screen, NIH3T3-HGL cells, MG132 stress, luminescence, single point; NIH3T3-HGL HSF-1 luciferase reporter, 8 h; 100% = twice DMSO control signal; activation, % at 9 µM; 300,000 compounds, 1.7% hits; AID 504408, 2011;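 active means mean replicate activation of at least 50% with a set share of replicates each reaching 50%; inconclusive means only one of those two conditions met; inactive means mean below 50% and too few replicates reaching it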;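 further: 0% = median of the neutral control wells and 100% = twice that signal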
HDAC3 inh: HDAC3 deacetylase inhibitors, primary screen, biochemical, fluorescence, cell-free homogeneous; Histone deacetylase 3 (Homo sapiens), O15379; recombinant HDAC3, fluorogenic peptide/trypsin coupled; inhibition, % at 8.3 µM; 320,000 compounds, 0.15% hits; AID 2718, 2010; in the data active means inhibition above about 26%, passing the limit was not always enough; inconclusive means no clear call, values can overlap the other calls
Target sequence (O15379 whole entry, looked up): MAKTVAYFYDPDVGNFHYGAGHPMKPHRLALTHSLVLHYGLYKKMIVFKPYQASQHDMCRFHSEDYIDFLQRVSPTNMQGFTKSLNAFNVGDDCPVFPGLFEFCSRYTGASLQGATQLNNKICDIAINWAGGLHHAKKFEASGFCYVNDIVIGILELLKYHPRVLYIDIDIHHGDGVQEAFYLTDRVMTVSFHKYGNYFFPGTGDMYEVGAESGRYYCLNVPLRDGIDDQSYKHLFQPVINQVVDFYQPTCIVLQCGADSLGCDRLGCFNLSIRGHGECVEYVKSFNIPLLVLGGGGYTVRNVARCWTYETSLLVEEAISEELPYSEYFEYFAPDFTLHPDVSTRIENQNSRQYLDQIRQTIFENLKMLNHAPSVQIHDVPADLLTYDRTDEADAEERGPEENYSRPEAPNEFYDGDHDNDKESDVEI
Numbers without * were called inactive; i = inactive; ? = inconclusive; nt = no result given.

1: Cc1cc(-c2ccccc2)nc(N(C)NC(=O)c2ccc(Cl)cc2)c1S(C)(=O)=O
2: O=C1CC(C(=O)Nc2ccc(C(=O)O)cc2)C(c2ccccc2)O1 (stereo not given)
3: O=C(CCc1ccccc1)NNC(=O)Cc1ccccc1
4: CC1(c2ccc(Cl)c(Cl)c2)NC(=S)N2C1NC(=S)N2c1ccccc1 (stereo not given)
5: O=C(Nc1ccccc1C(=O)NCc1ccco1)NC1CCCCC1

Compound,1,2,3,4,5
HSF-1 act,17,4,8,18,-2
HSF1 inh,6,-6,-10,21,-7
GSK3beta inhib,-2,-4,1,-2,1
PolyA inhibitor,i,i,i,i,i
GSK3A inh,-3,4,-6,1,1
DYRK1A inh,-11,7,-4,0,5
HSP90 refold inh,-1,-1,2,3,2
AI-2 QS modul,6,0,16,4,10
HDAC3 inh,7,0,-3,-1,1
Platelet DG rel,6,-3,-2,9,-2

6: COc1ccc(/C=C(\NC(=O)c2ccccc2)C(=O)OC[C@@H]2CCC[N+]3(C)CCCCC23)cc1OC (stereo not given in full)
7: OCCNCc1c(OCc2ccc(Cl)cc2)ccc2ccccc12
8: COc1cccc(-c2cc(C(=O)N3N=C(C)CC3(O)C(F)F)c3ccccc3n2)c1 (stereo not given)
9: Nc1ccc2nc(-c3ccccc3)[nH]c2c1
10: CN(Cc1ccccc1)C1CCCN(C(=O)c2ccc(Cl)s2)C1 (stereo not given)

Compound,6,7,8,9,10
HSF-1 act,17,62*,5,33,-8
HSF1 inh,8,26,2,21,-6
GSK3beta inhib,1,5,-1,-5,-1
PolyA inhibitor,i,i,i,i,i
GSK3A inh,-1,3,-2,0,-1
DYRK1A inh,3,2,8,-2,-4
HSP90 refold inh,0,4,4,-5,-5
AI-2 QS modul,-3,11,21,7,11
HDAC3 inh,6,5,3,-54,8
Platelet DG rel,9,-10,1,4,-1

11: CCC(=O)NC(c1ccc(OC)c(OC)c1)c1cc(Cl)c2cccnc2c1O (stereo not given)
12: O=C1C(Cl)=C(N2CCOCC2)C(=O)N1c1ccc(Br)cc1
13: O=C(COC(=O)CCc1nc2ccccc2s1)Nc1ccc(S(=O)(=O)N2CCOCC2)cc1
14: Cc1cc(N2CCCC(C(=O)Nc3ccc4c(c3)CCC4)C2)n2ncnc2n1 (stereo not given)
15: CC(=C/c1ccc(C(C)C)cc1)/C=N/NC(=O)Cn1nc(C)cc1C

Compound,11,12,13,14,15
HSF-1 act,-52,20,-7,22,2
HSF1 inh,-44,18,-6,5,-4
GSK3beta inhib,1,1,-2,5,0
PolyA inhibitor,i,i,i,i,i
GSK3A inh,nt,-2,-6,-2,1
DYRK1A inh,nt,4,5,7,-7
HSP90 refold inh,8,-3,nt,2,2
AI-2 QS modul,-12,36,24,2,10
HDAC3 inh,nt,3,9,2,9
Platelet DG rel,3,-1,0,9,4

Molecules from the list above that have four or more nitrogen atoms:
4: CC1(c2ccc(Cl)c(Cl)c2)NC(=S)N2C1NC(=S)N2c1ccccc1 (stereo not given)
14: Cc1cc(N2CCCC(C(=O)Nc3ccc4c(c3)CCC4)C2)n2ncnc2n1 (stereo not given)
15: CC(=C/c1ccc(C(C)C)cc1)/C=N/NC(=O)Cn1nc(C)cc1C

Compound,4,14,15
HSF-1 act,18,22,2
HSF1 inh,21,5,-4
GSK3beta inhib,-2,5,0
PolyA inhibitor,i,i,i
GSK3A inh,1,-2,1
DYRK1A inh,0,7,-7
HSP90 refold inh,3,2,2
AI-2 QS modul,4,2,10
HDAC3 inh,-1,2,9
Platelet DG rel,9,9,4

Next part
16: Cn1c(-c2ccccn2)[n+](C)c2ccccc21
17: CC(C)S(=O)(=O)C1=NSC2=NC(=O)/C(=C\c3ccc(OC(=O)c4ccco4)cc3)C(=N)N21
18: CCn1ncc(/C=C/C(=O)c2ccccc2)c1C
19: CC1C(=O)NN=C1C(=O)N/N=C/c1ccco1 (stereo not given)
20: O=C(CSc1nnc(-c2ccc(F)cc2)n1-c1ccccc1)NCCN1C(=O)CSC1=O

Compound,16,17,18,19,20
HSF-1 act,5,23,53*,15,-1
HSF1 inh,-3,4,26,2,2
GSK3beta inhib,3,0,2,6,-2
PolyA inhibitor,i,i,i,i,i
GSK3A inh,0,14,0,5,-2
DYRK1A inh,-4,23,3,2,-1
HSP90 refold inh,1,-2,-1,0,-3
AI-2 QS modul,22,20,20,3,30
HDAC3 inh,-8,2,2,4,4
Platelet DG rel,-3,-10,21,-8,2

21: Cc1ccc(C)c(N2CC(C(=O)Nc3nccs3)CC2=O)c1 (stereo not given)
22: O=S(=O)(NCC(c1cccs1)N1CCc2ccccc2C1)c1ccccc1 (stereo not given)
23: Cn1c(SCc2cccc(F)c2)nnc1-c1ccccn1
24: Cc1ccc(C(=O)C2(C)C3c4cc(Br)ccc4OC(=O)C32C(=O)c2ccco2)cc1 (stereo not given)
25: Cc1ccc(-c2cn3c(=O)cc(C)[nH]c3n2)cc1

Compound,21,22,23,24,25
HSF-1 act,10,7,-1,-5,-23
HSF1 inh,-2,3,5,-6,-19
GSK3beta inhib,-8,15,0,3,-1
PolyA inhibitor,i,i,i,i,i
GSK3A inh,12,0,0,-8,-1
DYRK1A inh,4,-8,5,-1,3
HSP90 refold inh,-3,nt,-2,1,-1
AI-2 QS modul,18,13,1,-2,26
HDAC3 inh,-3,-4,5,11,-8
Platelet DG rel,3,3,-2,-1,-1

26: CCOc1c(Br)cc(/C=C(\C#N)C(=O)NC2CC2)cc1OC
27: O=[N+]([O-])c1ccc(C(=S)N2CCN(c3ccc(F)cc3)CC2)cc1
28: O=c1[nH]c(CSc2nnc(-c3ccncc3)n2Cc2ccco2)nc2ccccc12
29: Cc1ccc(-c2nnc(Nc3ccc4c(c3)OCO4)c3ccccc23)cc1S(=O)(=O)NCCO
30: CCN(CC)c1ccc(N/C(N)=N/c2nc(C(F)(F)F)cc(=O)[nH]2)cc1

Compound,26,27,28,29,30
HSF-1 act,-15,0,7,9,2
HSF1 inh,-4,1,-2,-5,-10
GSK3beta inhib,-4,1,-5,-1,-1
PolyA inhibitor,i,i,nt,i,i
GSK3A inh,1,-3,9,1,-10
DYRK1A inh,-6,5,14,-4,-5
HSP90 refold inh,0,1,-1,0,-6
AI-2 QS modul,-1,13,15,5,3
HDAC3 inh,-1,-2,10,4,1
Platelet DG rel,11,-1,10,-15,-1

31: COc1ccc(/C=N\NC(=O)/C(=C\Nc2nccc(C)n2)NC(=O)c2ccccc2)cc1
32: O=C(CC(Nc1ccccc1Cl)C(=O)O)c1ccccc1 (stereo not given)
33: Fc1ccc(NCc2cccnc2)cc1
34: CC(C)(C)OC(=O)NN=C(c1ccc(O)cc1)c1ccc(O)cc1
35: O=c1[nH]c(C2CCN(S(=O)(=O)c3ccccc3F)CC2)nc2c1nnn2Cc1ccc2c(c1)OCCO2

Compound,31,32,33,34,35
HSF-1 act,3,-52,-2,7,-3
HSF1 inh,-1,?,0,-1,6
GSK3beta inhib,0,0,-1,-2,-4
PolyA inhibitor,i,i,i,i,i
GSK3A inh,-1,-3,0,-1,-1
DYRK1A inh,15,nt,-4,0,4
HSP90 refold inh,7,3,5,-1,0
AI-2 QS modul,28,14,-31,23,24
HDAC3 inh,3,-8,6,4,7
Platelet DG rel,-29,-4,0,-2,-5

Structures listed above printed as active in HSF-1 act.
7: OCCNCc1c(OCc2ccc(Cl)cc2)ccc2ccccc12
18: CCn1ncc(/C=C/C(=O)c2ccccc2)c1C

Compound,7,18
HSF-1 act,62*,53*
HSF1 inh,26,26
GSK3beta inhib,5,2
PolyA inhibitor,i,i
GSK3A inh,3,0
DYRK1A inh,2,3
HSP90 refold inh,4,-1
AI-2 QS modul,11,20
HDAC3 inh,5,2
Platelet DG rel,-10,21

(list continues)
36: CC1=C(C)CC(C(=O)NCc2c(F)cccc2Cl)C(C(=O)O)C1 (stereo not given)
37: NS(=O)(=O)c1ccc(CCNC(=O)C2CCCN2S(=O)(=O)c2cccc3nsnc23)cc1 (stereo not given)
38: Cc1ccc(S(=O)(=O)Nc2cc(C)c(O)c(S(=O)(=O)c3ccc(C)cc3)c2)cc1
39: O=[N+]([O-])c1cc(S(=O)(=O)CCCN2CCOCC2)ccc1F
40: CCCCn1c(=O)[nH]c(=O)c2c1nc(-c1ccc(C(F)(F)F)cc1)n2C

Compound,36,37,38,39,40
HSF-1 act,-4,6,-1,6,11
HSF1 inh,-9,0,-5,-4,4
GSK3beta inhib,-3,5,1,-1,2
PolyA inhibitor,nt,i,i,i,i
GSK3A inh,-2,14,-3,-2,1
DYRK1A inh,5,-3,-2,-3,-5
HSP90 refold inh,0,3,2,-4,0
AI-2 QS modul,17,16,10,42,15
HDAC3 inh,-3,3,?,-1,-19
Platelet DG rel,3,5,5,-9,-17

41: CCN1C(=O)CC(NNC(=O)c2ccccc2)C1=O (stereo not given)
42: CN(Cc1ccccn1)Cc1cn(Cc2ccccc2)nc1-c1ccc2c(c1)OCO2
43: CC(C)c1ccc(CCNC(=O)CSC(=S)N2CCCC2)cc1
44: Cc1csc(SC(C)C(=O)Nc2ccc3c(c2)OCCO3)n1 (stereo not given)

Compound,41,42,43,44
HSF-1 act,-2,16,-6,25
HSF1 inh,2,5,-5,0
GSK3beta inhib,-1,-21,2,0
PolyA inhibitor,i,i,i,i
GSK3A inh,-1,1,-1,0
DYRK1A inh,nt,4,7,0
HSP90 refold inh,-4,2,nt,3
AI-2 QS modul,9,7,12,45
HDAC3 inh,-3,0,-1,6
Platelet DG rel,9,-3,-36,-4

Not all compounds are listed. The share of hits here may be higher or lower than overall.
